aSyn UTR inh: MLPCN primary screen, SNCA 5' untranslated region; AID 1813, 2009; actives 0.82% (n = 300,000); alpha-synuclein 5'UTR reporter, inhibitor activity; inhibition, % (tested at 7.5 µM); in the data active = inhibition above about 60%;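 note: H4 neuroglioblastoma cells stably carrying SNCA 5'UTR luciferase fusion; 0% = DMSO wells and 100% = positive control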
KLF5 inhibitor: KLF5 expression inhibitors, primary screen, DLD-1 cells, luminescence; DLD-1 KLF5 promoter-luciferase reporter; inhibition, % at 5 µM; actives 0.23% (n = 290,000); AID 1700, 2009;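 active = inhibition above a per-plate limit of that plate's mean compound inhibition plus 3 SD, cut at about 60% in these data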;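 note: 0% = DMSO wells and 100% = LY294002 at 200 µM; higher means less KLF5 promoter-driven luciferase light; inactives centre near -14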
AI-2 QS modul: Vibrio harveyi AI-2 quorum sensing modulators, primary screen, JMH597 strain, luminescence/OD600 ratio. actives 0.4% (n = 300,000). activity change, % at 7.5 µM. Vibrio harveyi JMH597 AI-2 luminescence/OD600 ratio, 9 h; hits give low values; strain lacks LuxN and CqsS sensors; 0 = neutral-control median; in the data active = activity change below about -75%, passing the limit was not always enough;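 note: luminescence divided by OD600 gain over 9 h not by final OD600 alone; inactives centre near 13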
HSF1 inhib: HSF1 inhibitors in luciferase reporter cells, primary screen, cell-based, NIH3T3, luminescence. NIH3T3-HGL HSE-luciferase, MG132-induced, luminescence 8 h; hits give low values. activity change, negative = inhibition, % at 7.5 µM (by protocol). actives 0.77% (n = 300,000);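 active = more than half of replicate wells show activity change below -50%, luminescence cut by over half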;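 note: luciferase reports HSF-1 transcriptional activity via heat shock element; 0% = median of DMSO wells and -100% = zero luminescence signal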
HSF-1 act: HSF-1 activators, primary screen, NIH3T3-HGL cells, MG132 stress, luminescence, single point. NIH3T3-HGL HSF-1 luciferase reporter, 8 h; 100% = twice DMSO control signal. activation, % at 9 µM. actives 1.7% (n = 300,000). AID 504408, 2011;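 active = mean replicate activation of at least 50% with a set share of replicates each reaching 50%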;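 note: 0% = median of the neutral control wells and 100% = twice that signal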
Platelet DG rel: inhibitors of platelet dense granule secretion, primary screen, cell-based, MLPCN, human platelets | human platelet-rich plasma, SFLLRN dense granule ATP release, luminescence | inhibition, %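 (compounds screened at 7.5 µM in platelet-rich plasma)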 | actives 0.22% (n = 300,000) | AID 1663, 2009;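 active = mean replicate score, as percent of positive control, at or above 50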
HIF activator: HIF pathway transcriptional activators, primary screen, cell-based, U2OS HRE-luciferase, luminescence | U2OS HRE-luciferase reporter; normalized: DMSO 0%, desferrioxamine 100% | activation, % at 7.5 µM (by protocol) | actives 0.32% (n = 300,000);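 active = mean activation of at least 10% of the iron chelator positive control signal, with at least half of replicates also reaching 10%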
HSP90 refold inh: HSP90 inhibitors, primary screen, cell lysate, luminescence; Rabbit reticulocyte lysate, luciferase refolding luminescence, 3 h; inhibition, % at 5.6 µM; actives 0.91% (n = 290,000);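 active = inhibition above the screen-wide mean plus 3 SD, computed separately per campaign, cut at about 16% in these data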;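 note: 0% = DMSO wells and 100% = 60 µM geldanamycin wells; inhibitors lower the luminescence because luciferase stays unfolded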
IEC-6 cytotox: cytotoxicity in IEC-6 intestinal epithelial cells, primary screen, cytotoxicity control for KLF5 inhibitor project, cell-based, luminescence. actives 0.78% (n = 290,000). IEC-6 cytotoxicity, luminescence viability. inhibition, % at 5 µM. AID 1825, 2009; in the data active = inhibition above about 22%;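 note: 0% = plate median of test compound wells and 100% = cytotoxic reference compound wells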
HDAC3 inhib: HDAC3 deacetylase inhibitors, primary screen, biochemical, fluorescence, cell-free homogeneous; Histone deacetylase 3 (Homo sapiens), O15379; AID 2718, 2010; inhibition, % at 8.3 µM; actives 0.15% (n = 320,000); recombinant HDAC3, fluorogenic peptide/trypsin coupled; in the data active = inhibition above about 26%, passing the limit was not always enough
Target sequence (O15379 whole entry, looked up): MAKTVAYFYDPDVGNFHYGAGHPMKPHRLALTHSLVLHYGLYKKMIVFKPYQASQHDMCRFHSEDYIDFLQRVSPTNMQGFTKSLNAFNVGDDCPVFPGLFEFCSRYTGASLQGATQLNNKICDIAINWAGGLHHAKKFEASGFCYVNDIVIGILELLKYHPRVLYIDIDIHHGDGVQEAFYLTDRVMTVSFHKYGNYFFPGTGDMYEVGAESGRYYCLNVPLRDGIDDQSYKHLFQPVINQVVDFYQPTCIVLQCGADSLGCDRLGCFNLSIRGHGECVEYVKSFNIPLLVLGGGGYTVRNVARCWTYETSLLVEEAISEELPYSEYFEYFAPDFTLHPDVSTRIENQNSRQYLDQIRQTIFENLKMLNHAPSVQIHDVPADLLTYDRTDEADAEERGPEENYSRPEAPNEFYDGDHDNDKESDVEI
* hit, by the source's call; · = not tested or not shown. An unsorted share of the library; 5% or so of the library scored in one or more.

SMILES	aSyn UTR inh	KLF5 inhibitor	AI-2 QS modul	HSF1 inhib	HSF-1 act	Platelet DG rel	HIF activator	HSP90 refold inh	IEC-6 cytotox	HDAC3 inhib
CCOC(=O)C1(Cc2ccccc2C)CCCN(C(=O)c2ccc(COC)o2)C1 (stereo not drawn)	-84	-99	11	18	21	-1	1.5	-2	0	-1
Cc1cc(C)cc(N(CC(=O)Nc2ccc(Br)cc2)S(=O)(=O)c2c(C)[nH]c(=O)[nH]c2=O)c1	2	-34	29	-63*	-71	3	1.7	-1	-5	-1
C=CCCC(=O)Nc1nc(C)c(-c2csc(Nc3cc(Cl)ccc3OC)n2)s1	-14	-3	14	-12	-31	-5	0.5	3	-4	4
COc1ccccc1CN1CC(C(=O)NCCCc2ccc(F)cc2)CCC1=O (stereo not drawn)	-2	4	30	12	17	-1	0.2	-2	16	-2
CC1CCc2nc(NC(=O)Nc3ccc4c(c3)OCO4)sc2C1 (stereo not drawn)	-123	-32	7	14	23	3	·	-2	-3	5
Cc1ccc(-c2csc3ncn(CC(=O)N4CCOCC4)c(=O)c23)cc1	-31	-30	-2	-2	18	-7	-45	10	-2	0
CN(C)S(=O)(=O)c1ccc(C(=O)OCCc2ccccc2)cc1	-12	-49	-92*	11	34	5	0.2	-3	-11	2
Cc1ccc(S(=O)(=O)NCCC(=O)NCC(c2cccs2)N2CCOCC2)cc1 (stereo not drawn)	2	·	-13	0	-2	-17	0.0	·	·	0
CCCCS(=O)(=O)N1CCCC(C(=O)Oc2ccccc2)C1 (stereo not drawn)	-6	-6	11	-5	-16	1	0.2	2	-4	4
CN1/C(=C\C=O)C(C)(C)c2ccccc21	19	-10	26	-2	-3	0	-0.7	-1	4	8
O=S(=O)(c1ccc2c(c1)OCCO2)N1CCN(Cc2ccc3c(c2)OCO3)CC1	-6	-27	2	-5	-6	-13	-0.3	5	3	3
O=C(Nc1ccc(F)cc1)N1CCN(c2ccc3nnc(-c4ccc(F)cc4)n3n2)CC1	24	-44	28	7	-1	13	-0.8	-1	-7	-14
NC(N)=Nc1nc(CSCC/C(N)=N/S(N)(=O)=O)cs1	-3	7	9	-2	-14	-1	-0.1	-1	1	-8
O=C(COc1ccc2c(-c3ccccc3)cc(=O)oc2c1)Nc1cccnc1	6	-29	24	6	-3	-1	0.3	-3	-12	-2
O=S(=O)(c1cc(Cl)ccc1Cl)N1CCN(Cc2ccc3c(c2)OCO3)CC1	7	-27	28	-7	1	4	-0.2	7	-6	4
CCCCCC(=O)Nc1ccc(Cc2ccncc2)cc1	-29	-25	-10	-2	-9	-5	-0.1	4	1	0
O=C(CN1C(=O)/C(=C/c2ccc(F)cc2)SC1=S)NC1C=CS(=O)(=O)C1 (stereo not drawn)	-29	-12	10	7	-5	0	-0.3	-3	-3	9
Cn1c(CCN2CCCCC2)nc2cc(NS(=O)(=O)c3ccccc3)ccc21	22	15	6	17	12	0	0.5	1	2	0
CC(C)Nc1oc(Cc2cccc3ccccc23)nc1C#N	7	-11	-5	-1	0	5	-0.2	-5	2	3
CC(=O)c1ccc(OCC(O)CN2CCN(CCN3C(=O)c4cccc5cccc(c45)C3=O)CC2)cc1 (stereo not drawn)	42	-3	73	7	23	13	0.5	-2	-12	-1
COc1ccc(-c2noc(CSc3nnc(-c4ccncc4)n3-c3ccc(F)cc3)n2)cc1OC	·	-17	·	·	·	·	·	0	18	-3
CN1C(=O)[C@H]2[C@@H](C3CC3)N3C(=O)CN(CC4CC4)C(=O)[C@@]3(C)[C@H]2C1=O	-21	-11	17	-3	2	-9	-0.4	-2	1	-7
O=C1NC(=S)SC1=C1CCCCCC1	12	-13	19	-21	-32	1	0.1	0	-8	11
O=C(CN1C(=O)NC2(CCCC2)C1=O)Nc1nc2ccccc2[nH]1	3	·	·	-4	-8	-4	-0.4	·	·	1
CCN(CC)CCNC(=O)c1ccc2c(c1)NC(=O)c1ccccc1S2	7	-37	36	6	0	2	1.7	1	-1	8
(further entries)
SMILES	aSyn UTR inh	KLF5 inhibitor	AI-2 QS modul	HSF1 inhib	HSF-1 act	Platelet DG rel	HIF activator	HSP90 refold inh	IEC-6 cytotox	HDAC3 inhib
CC(C)(C)NC(=S)NNC(=O)[C@H]1C[C@@H]1c1ccccc1	-43	-59	-4	19	3	-5	2.0	-3	2	3
Cc1ccc(N(CCCCN2C(=O)c3ccccc3C2=O)C(=O)c2cccc([N+](=O)[O-])c2)cc1	6	15	16	35	70*	9	0.4	2	-3	11
O=C(CSCc1c(Cl)cccc1Cl)Nc1ccccc1-c1ccccc1	13	0	25	-18	-11	-10	-0.3	3	-2	11
Cc1ccc(NC(=O)c2c(C)nn(-c3ccccc3)c2Cl)cc1	-81	-17	14	9	20	-14	1.9	0	-1	0
CC1CC(C)(C)N2C(=O)C3(Nc4ccccc4S3)c3cccc1c32 (stereo not drawn)	21	-10	12	2	-2	4	-0.6	2	2	0
CCCc1nc2ccccc2c(=O)n1N	11	-23	34	-4	1	0	-0.2	3	-2	6
c1ccc(Oc2cc(-n3cncn3)ncn2)cc1	-34	-15	26	2	-10	2	1.0	-9	3	-3
CCOc1ccc(S(=O)(=O)N(C)c2ccc(OCC(=O)Nc3nc4ccccc4s3)cc2)cc1	-14	3	5	5	1	11	-0.2	2	2	-2
O=C(COC(=O)c1cccnc1Nc1ccccc1F)NC1CC1	-11	-9	13	1	11	15	0.3	-7	-4	0
CCCCCCCCCCCCN1[C@@H](CC(=O)O)c2cc(F)ccc2S1(=O)=O	-14	·	10	3	-12	-3	-0.4	·	·	6
Cc1nc2sc(C(c3ccccc3)N3CCC(O)CC3)c(O)n2n1 (stereo not drawn)	0	-7	17	3	-8	0	-0.4	-1	-3	-8
CCCOC(=O)c1c(-c2ccc(C)cc2C)csc1NC(=O)C1C2CCC(O2)C1C(=O)O (stereo not drawn)	7	-3	20	1	-6	-10	-0.6	-5	-8	6
CCS(=O)(=O)c1ccc(Sc2nncn2C)c([N+](=O)[O-])c1	-14	-18	·	-3	14	-3	-0.5	2	2	3
CCCCC(C(=O)NC(C)(C)C)N(Cc1ccccc1)C(=O)c1snc(C(N)=O)c1N (stereo not drawn)	13	-18	3	8	8	-3	-2.2	-3	-9	4
CCCCn1c(=O)nc2n(-c3ccc(Cl)cc3)c3ccccc3cc-2c1=O	-6	3	10	-3	-10	18	-0.1	-2	0	·
O=C(Nc1ccccc1-c1ccccc1)c1cc(C(F)(F)F)cc(C(F)(F)F)c1	-5	-6	12	6	12	-9	-1.2	-4	5	·
Cc1cc(=O)[nH]c(SCC(=O)N2CCCCCC2)n1	-3	-15	18	1	-13	8	0.1	-2	7	5
Cc1c(NC(=O)c2cn3ccccc3n2)cccc1-n1cnnn1	-48	-43	25	-2	-13	-1	0.7	-2	1	-5
COc1ccc(S(=O)(=O)NCc2ccccn2)cc1NC(=O)c1ccc(Cl)cc1	-33	·	12	-2	-7	-2	-0.8	·	·	-3
Cc1noc(C)c1COc1cccc(C(=O)OC(C)C#N)c1 (stereo not drawn)	-1	-11	-6	-3	-3	-12	-1.5	-4	-7	6
CC1=C(C)CC(C(=O)Nc2cccc([N+](=O)[O-])c2)C(C(=O)O)C1 (stereo not drawn)	-21	-23	0	-5	4	-3	0.1	1	1	0
COc1cc(OC)c(OC)cc1/C=N/NC(=O)c1cc(-c2cccn2C)n[nH]1	7	-17	29	3	30	2	0.0	-1	-4	-8
O=C1CS/C(=N/N=C/c2ccncc2)N1	-1	-55	22	-2	-6	1	0.3	2	0	6
O=C(CN1CCCN(S(=O)(=O)c2ccc(F)cc2)CC1)Nc1cccc(F)c1	-23	-20	12	6	6	1	-0.2	0	-6	3
O=S1(=O)[C@H]2C[C@@H]3C=C[C@@]2(CN1Cc1ccc(F)cc1)O3	-17	-7	8	4	-9	3	-1.7	-7	6	0

One compound at a time, from the list above. Values in the order: aSyn UTR inh, KLF5 inhibitor, AI-2 QS modul, HSF1 inhib, HSF-1 act, Platelet DG rel, HIF activator, HSP90 refold inh, IEC-6 cytotox, HDAC3 inhib
Listed for O=C(CN1CCCN(S(=O)(=O)c2ccc(F)cc2)CC1)Nc1cccc(F)c1 : -23, -20, 12, 6, 6, 1, -0.2, 0, -6, 3
Listed for O=C(COC(=O)c1cccnc1Nc1ccccc1F)NC1CC1 : -11, -9, 13, 1, 11, 15, 0.3, -7, -4, 0
Listed for O=C(Nc1ccccc1-c1ccccc1)c1cc(C(F)(F)F)cc(C(F)(F)F)c1 : -5, -6, 12, 6, 12, -9, -1.2, -4, 5, ·

Continuation:
SMILES	aSyn UTR inh	KLF5 inhibitor	AI-2 QS modul	HSF1 inhib	HSF-1 act	Platelet DG rel	HIF activator	HSP90 refold inh	IEC-6 cytotox	HDAC3 inhib
CN(C)c1ccnc(-n2cccc2/C=N/OCc2cccc(F)c2)c1C#N	-18	-13	8	0	21	5	-0.5	7	0	0
COc1ccc([N+](=O)[O-])cc1NC(=O)COC(=O)C1CC1	12	-25	27	-8	-1	-1	0.6	2	-2	-1
CCCCSc1nnc([C@H](CC(C)C)NC(=O)OC(C)(C)C)o1	-12	-26	22	-4	5	1	-0.1	3	10	4
CCOc1ccc(C2C(C#N)=C(N)Oc3cc(C)[nH]c(=O)c32)cc1OC (stereo not drawn)	-1	-20	14	-9	2	0	0.2	3	1	4
CCCOc1ccccc1NC(=O)c1c(-c2ccccc2)noc1C	-2	-2	19	8	8	0	·	-1	1	·
COc1ccc(-c2[nH]ncc2CN2CCC(N3CCSCC3)CC2)cc1F	14	-21	-4	-6	-2	2	-0.1	-5	0	2
Cc1cccc(NC(=O)c2ccc3c(c2)OCCO3)n1	-84	-95	14	16	28	15	-2.4	9	2	-11
O=C(CC12CC3CC(CC(C3)C1)C2)NC(Cc1ccccc1)C(=O)O (stereo not drawn)	9	5	25	-12	-2	0	0.2	1	0	4
CCn1c(SCC(=O)Nc2cc(F)ccc2C)nnc1-c1ccccc1O	1	-15	26	8	-1	11	-0.2	-1	3	-8
O=C(NNS(=O)(=O)c1ccc(F)c(Cl)c1)c1cccc(S(=O)(=O)N2CCOCC2)c1	-6	-18	2	-1	24	-4	0.1	1	4	-10
Cc1ccc(S(=O)(=O)N2CCN(c3ncnc4c3cnn4-c3ccccc3)CC2)cc1	6	-22	9	1	-2	17	0.5	-3	-3	2
Cc1ccc(C)c(C(=O)Nc2nc3ccccc3[nH]2)c1	-69	-80	22	15	28	8	2.3	1	7	0
CNC(=S)N/N=C/c1cccc(OCc2ccccc2F)c1	-60	-42	-5	12	13	12	1.1	2	4	5
CCOc1ccc(S(=O)(=O)n2cnc3ccccc32)cc1	20	-34	7	2	9	-10	-0.1	0	-2	0
COc1ccc(CCNC(=O)C(=O)Nc2ccc3c(c2)OCCO3)cc1OC	-33	11	9	-4	-7	2	0.4	0	5	-2
Cc1cccc(C)c1-n1c(C)nn(-c2ncc(C(F)(F)F)cc2Cl)c1=O	19	-19	18	0	8	-3	-0.2	-4	-6	3
Cn1nnnc1SC(C(=O)Nc1cccc(C(F)(F)F)c1)c1ccccc1 (stereo not drawn)	14	8	5	2	21	-6	-1.2	-3	1	·
COc1ccc2[nH]cc(CCNS(=O)(=O)c3ccc(F)cc3)c2c1	0	-9	39	4	17	1	0.2	3	5	-3
CCO/N=C/C(=O)Nc1ccc(F)cc1F	-12	-18	19	0	-14	-1	0.1	-4	-1	7

Assay outcomes as filed in PubChem BioAssay.
